# Screens deposited in PubChem by The Scripps Research Institute Molecular Screening Center.
# EBNA-1 inhibitor: blocks EBNA-1 binding to DNA | EBNA-1 DNA binding, fluorescence polarization | inhibition, % at 14.8 µM | 0.34% of 300,000 active | AID 1950; in the data active means inhibition above about 28%
# PREPL inh: inhibits the human prolyl oligopeptidase-like enzyme; Q4J6C6; recombinant PREPL, fluorescence polarization activity-based probe; inhibition, % at 5.96 µM; 0.68% of 320,000 active; in the data active means inhibition above about 43%;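 further: 0% = enzyme with DMSO and 100% = wells lacking enzyme; many of its hits are not listed in these tables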
# PAD4 FP inh: inhibitors of human PAD4 | recombinant PAD4, RCA probe fluorescence polarization | Q9UM07 | AID 485272 | inhibition, % at 6.36 µM | 0.41% of 330,000 active;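 active means percent inhibition above a cutoff equal to the mean of all tested compounds plus 3 SD, cut at about 15% in these data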;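 further: 0% = PAD4 with RCA probe and DMSO and 100% = probe without PAD4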
# PAFAH2 FP inh: inhibitors of human PAFAH2; inhibition, % at 3.39 µM; recombinant PAFAH2, FP-rhodamine activity probe, fluorescence polarization; 0.99% of 340,000 active;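 active means inhibition above the mean over all tested compounds plus 3 SD, cut at about 30% in these data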;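 further: inhibitors block probe labeling of enzyme so polarization drops; 0% = enzyme with DMSO and 100% = wells lacking PAFAH2 protein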
# ZTA DNA inh: counter-screen for EBNA-1 inhibitors: inhibitors of Epstein-Barr virus ZTA. ZTA-DNA binding, fluorescence polarization. 0.15% of 320,000 active. AID 2234. inhibition, % at 11 µM. P03206; in the data active means inhibition above about 33%
# Target sequence (P03206 whole entry, looked up): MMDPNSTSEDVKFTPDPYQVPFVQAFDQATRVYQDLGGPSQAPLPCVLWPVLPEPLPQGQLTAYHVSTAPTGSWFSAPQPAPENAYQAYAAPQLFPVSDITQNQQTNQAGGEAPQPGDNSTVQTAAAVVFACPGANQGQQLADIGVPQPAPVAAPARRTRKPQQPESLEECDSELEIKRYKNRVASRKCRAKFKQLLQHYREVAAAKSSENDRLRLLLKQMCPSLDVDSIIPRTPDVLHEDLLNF
# LYPLA1 inh: counter-screen for PME1 inhibitors: inhibitors of human LYPLA1 | inhibition, % at 5.9 µM | 0.16% of 320,000 active | recombinant LYPLA1, FP-Rh probe fluorescence polarization | O75608 | AID 2174;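 active means inhibition above the mean of all tested compounds plus 3 SD, set per campaign, cut at about 14% in these data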;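 further: inhibitors block serine hydrolase probe labeling of LYPLA1 so polarization falls; 0% = enzyme with DMSO and 100% = wells lacking LYPLA1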
# LYPLA2 inh: counter-screen for PME1 inhibitors: inhibitors of human LYPLA2; O95372; recombinant LYPLA2, FP-Rh probe fluorescence polarization; inhibition, % at 5.9 µM; 0.38% of 320,000 active; AID 2177;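 active means inhibition above the screen-wide mean plus 3 SD, limit set per campaign, cut at about 26% in these data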;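 further: 0% = LYPLA2 with DMSO and 100% = wells lacking LYPLA2 enzyme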
# Target sequence (O95372 whole entry, looked up): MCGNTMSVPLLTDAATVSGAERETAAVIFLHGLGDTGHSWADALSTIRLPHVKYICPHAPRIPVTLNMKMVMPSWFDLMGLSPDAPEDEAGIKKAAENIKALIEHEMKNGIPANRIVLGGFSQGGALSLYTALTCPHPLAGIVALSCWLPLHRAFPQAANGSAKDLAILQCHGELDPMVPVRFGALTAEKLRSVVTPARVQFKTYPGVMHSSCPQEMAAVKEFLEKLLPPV
# GSTO1 inh: counter-screen for RBBP9 inhibitors: inhibitors of human GSTO1. P78417. recombinant GSTO1, activity-based probe fluorescence polarization. inhibition, % at 5.96 µM. 1.1% of 300,000 active;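 active means inhibition above the campaign mean inhibition plus 3 SD, cut at about 35% in these data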;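 further: 0% = GSTO1-1 with DMSO and 100% = wells lacking GSTO1-1 enzyme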
# Target sequence (P78417 whole entry, looked up): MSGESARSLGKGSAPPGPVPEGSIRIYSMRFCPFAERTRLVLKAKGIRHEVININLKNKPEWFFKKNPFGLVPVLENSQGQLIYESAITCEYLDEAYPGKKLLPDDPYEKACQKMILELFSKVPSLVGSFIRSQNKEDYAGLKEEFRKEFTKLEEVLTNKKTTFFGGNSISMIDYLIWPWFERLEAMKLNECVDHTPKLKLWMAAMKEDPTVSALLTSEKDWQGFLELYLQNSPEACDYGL
# PAFAH1B3 FP inh: inhibitors of human PAFAH1B3 | AID 492972 | inhibition, % at 3.39 µM | recombinant PAFAH1B3, FP-rhodamine probe, fluorescence polarization | 0.28% of 340,000 active;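 active means inhibition above the screen-wide average of all tested compounds plus 3 SD, cut at about 25% in these data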;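 further: 0% = enzyme with DMSO only and 100% = wells lacking PAFAH1B3 protein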
# Target sequence (Q15102 whole entry, looked up): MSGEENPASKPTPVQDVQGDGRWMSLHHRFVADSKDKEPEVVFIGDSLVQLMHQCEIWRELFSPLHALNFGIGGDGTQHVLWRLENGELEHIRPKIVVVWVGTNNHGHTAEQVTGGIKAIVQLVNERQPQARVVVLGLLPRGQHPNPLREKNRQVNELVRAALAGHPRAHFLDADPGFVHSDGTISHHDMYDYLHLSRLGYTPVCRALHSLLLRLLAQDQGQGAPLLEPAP
# Starred values were filed as active, the others as inactive; x = not tested or not shown. The list is partial, so the mix of outcomes need not match the whole.
smiles	EBNA-1 inhibitor	PREPL inh	PAD4 FP inh	PAFAH2 FP inh	ZTA DNA inh	LYPLA1 inh	LYPLA2 inh	GSTO1 inh	PAFAH1B3 FP inh
O=C(CCCSc1nnnn1-c1cccc2ccccc12)c1ccc(F)cc1	7.7	-33.5	1.1	0.2	6.6	-5.8	-8.0	-0.5	-0.8
N#CCC(=O)Nc1ccc(C(=O)OCC(=O)NC2CCCc3ccccc32)cc1 (stereo not drawn)	x	-17.3	1.2	42.8*	x	x	x	x	-3.2
Cc1cccc(C(=O)Nc2cccc(OCC(=O)O)c2)c1	-2.0	3.7	1.9	-1.3	-4.2	-1.5	3.2	2.2	-0.2
Cc1c(C)n(-c2ccccc2)c2ncnc(NCCCN(C)C)c12	-10.5	13.1	-11.8	3.0	-10.7	0.2	-0.7	0.1	2.2
CCOC(=O)c1cc(C)sc1NC(=O)C1CCC1	3.8	-1.2	2.0	-3.1	-2.6	-1.8	-3.6	4.6	-3.4
CCCCn1c(N)c(N(CC)C(=O)/C=C/c2ccco2)c(=O)[nH]c1=O	5.8	0.8	-1.6	0.1	1.5	1.9	8.5	-0.3	2.7
Cc1ccc(O)c(C(=O)c2cc(C#N)c3nc4ccccc4n3c2)c1	5.5	4.3	-2.5	-17.9	6.8	-2.4	-0.1	-17.0	-13.9
Cc1cccc(OCCn2c(=S)[nH]c3ccccc32)c1	3.9	24.8	1.0	-6.3	21.9	0.0	0.9	10.8	8.9
CC(C(=O)OCC(=O)c1ccccc1)N1C(=O)C2C3CCC(C3)C2C1=O (stereo not drawn)	-16.7	7.2	-4.8	2.2	-0.8	0.5	-0.9	3.3	-0.4
CC(=O)c1ccc(NC(=O)C2CCCO2)cc1 (stereo not drawn)	1.1	-10.4	-2.5	0.9	17.5	0.1	4.2	-1.5	-0.5
CN(CCc1nc2ccccc2[nH]1)Cc1nc(CC2CC2)no1	6.5	16.9	-3.6	-0.8	0.3	-1.7	3.9	1.7	2.1
CC(C)Cc1cc(C(=O)N2CCCC(CO)(Cc3ccc(F)cc3)C2)no1 (stereo not drawn)	-6.9	7.3	-4.4	-0.4	-5.5	0.8	3.3	-6.1	6.0
CC1=C(C(=O)OC2CCCCC2)C(c2cccs2)n2c(nc3ccccc32)N1 (stereo not drawn)	17.4	0.5	0.1	-5.3	10.7	2.7	0.8	4.8	7.3
O=c1cc(-c2ccccc2)n(S(=O)(=O)c2ccccc2)o1	-6.3	-5.5	-5.8	2.9	7.4	0.9	1.5	-10.0	-7.1
Cc1ccc(CS(=O)(=O)CCC(=O)NCCC(C)C)cc1	-6.0	3.7	-6.5	-10.0	-22.7	0.1	1.2	4.5	15.3
CSc1ccc(/C=N\NC(=O)COc2ccc(Cl)cc2Br)cc1	8.2	5.3	-1.1	4.4	1.9	-2.1	0.6	1.0	-4.4
N=c1sccn1CC(=O)Nc1cccc(Oc2ccccc2)c1	-4.5	-106.8	1.5	8.2	-10.6	-2.2	4.9	1.9	6.6
CC(CCc1ccc(O)cc1)NCc1ccc(Br)cc1 (stereo not drawn)	-7.6	12.2	-0.3	6.2	-3.9	0.3	-6.5	5.8	5.8
CCc1cccc(C)c1NC(=O)COC(=O)C(NS(=O)(=O)c1ccc(Cl)cc1)C(C)O (stereo not drawn)	-4.2	6.7	0.5	-10.3	-9.6	-0.9	-3.0	2.4	1.0
CCn1ccnc1CN1CCc2c([nH]c3ccccc23)C1C1CCCCC1 (stereo not drawn)	7.9	12.8	0.3	6.5	1.9	2.0	-2.3	-2.9	0.7

# A different layout for 2 compounds above.
CSc1ccc(/C=N\NC(=O)COc2ccc(Cl)cc2Br)cc1
  EBNA-1 inhibitor = 8.2
  PREPL inh = 5.3
  PAD4 FP inh = -1.1
  PAFAH2 FP inh = 4.4
  ZTA DNA inh = 1.9
  LYPLA1 inh = -2.1
  LYPLA2 inh = 0.6
  GSTO1 inh = 1.0
  PAFAH1B3 FP inh = -4.4
N=c1sccn1CC(=O)Nc1cccc(Oc2ccccc2)c1
  EBNA-1 inhibitor = -4.5
  PREPL inh = -106.8
  PAD4 FP inh = 1.5
  PAFAH2 FP inh = 8.2
  ZTA DNA inh = -10.6
  LYPLA1 inh = -2.2
  LYPLA2 inh = 4.9
  GSTO1 inh = 1.9
  PAFAH1B3 FP inh = 6.6

# New compounds follow
smiles	EBNA-1 inhibitor	PREPL inh	PAD4 FP inh	PAFAH2 FP inh	ZTA DNA inh	LYPLA1 inh	LYPLA2 inh	GSTO1 inh	PAFAH1B3 FP inh
Cc1ccc2nc3c(cc(C(=O)NCCc4ccccc4)c(=N)n3CCN3CCOCC3)c(=O)n2c1	2.6	44.8*	-1.2	19.7	4.5	2.0	-0.4	3.1	6.1
CCCCN(C(=O)COC(=O)CSc1cc(C)c2ccccc2n1)c1c(N)n(CCC)c(=O)[nH]c1=O	3.6	-8.2	-0.1	2.5	-12.5	-3.4	-8.1	-0.6	8.7
CCOc1ccccc1NC(=O)c1cccc(NC(=O)c2ccco2)c1	5.5	-15.6	-1.2	-4.5	-9.5	-4.8	-4.6	0.5	6.2
Cc1c(NC(=O)C2CCN(S(=O)(=O)c3ccc(Cl)cc3)CC2)c(=O)n(-c2ccccc2)n1C	-5.8	12.3	1.8	2.2	-1.6	2.9	0.1	-5.3	3.8
O=C(Nc1ccc(Nc2ccccc2)cc1)c1cc([N+](=O)[O-])ccc1Cl	1.9	22.8	-1.4	5.1	-9.5	-2.2	7.4	20.1	2.9
Cc1cc(Oc2ccc(C#N)cc2)nc(NCc2ccccc2)n1	11.6	0.4	0.9	4.2	19.0	0.1	-7.5	-3.2	-0.2
CC(=O)c1c(C)[nH]c(C(=O)OCC(=O)Nc2ccc3[nH]c(=O)[nH]c3c2)c1C	-6.5	11.7	-1.9	-1.6	10.6	-3.9	-2.4	-22.0	-3.1
COc1cc(OC)c(OC)cc1CN1CCN(Cc2cccc(F)c2)CC1	-5.1	-4.1	3.3	-0.5	9.8	-0.7	-1.0	-1.2	8.2
CCc1nn(C)c(-c2n[nH]c(=S)n2N)c1Cl	3.9	4.7	-2.5	7.2	-1.8	3.3	4.5	3.0	0.7
Cc1cc(OCC(=O)NCC(O)c2ccccc2)c2c(C)c(C)c(=O)oc2c1 (stereo not drawn)	3.7	4.1	0.1	0.4	-23.0	-2.8	-9.3	2.5	2.8
CCN(CC)C(=O)c1ccccc1NS(=O)(=O)c1ccc(C)cc1	9.7	6.2	-5.6	-6.0	1.0	-1.1	-4.5	0.1	5.2
Cc1nnc(SCC(=O)N(CC(C)C)C2CCS(=O)(=O)C2)s1 (stereo not drawn)	x	-2.7	-1.5	-0.7	-6.1	-1.4	1.5	x	4.2
CCOC(=O)Cc1csc(NC(=O)CSc2nncn2C)n1	3.2	-9.1	-4.2	-1.1	-3.4	2.5	-1.3	8.0	7.2
c1ccc2c(CSc3ncnc4nc[nH]c34)cccc2c1	-3.2	-24.3	-7.8	-0.8	-7.7	-4.8	-1.7	1.0	14.2
O=c1[nH]cnc2cc(-c3ccc(Br)cc3)sc12	1.5	-21.7	-4.8	0.6	12.6	-10.0	-12.1	14.7	-11.1
CCOC(=O)C1=C(C)NC(C)=C(C(=O)OCC)C1c1cccs1	-4.6	-5.0	1.9	-3.5	0.8	-1.7	-4.9	7.6	5.1
O=C(Nc1cc(N2CCOCC2)ncn1)NC1(C(F)(F)F)Oc2ccccc2O1	-3.3	14.7	-4.3	2.5	-3.1	0.7	-0.5	27.9	9.9
Cc1ccc(SCCNC(=S)Nc2ccc(C)cc2C)cc1	-9.4	-13.2	-3.3	1.6	-16.0	-5.8	-8.1	-1.8	11.5
O=C(Nc1cccnc1)c1cc(-c2cccnc2)nc2ccc(Br)cc12	1.9	13.3	-2.0	-3.3	9.6	1.6	6.3	1.4	-2.6
Cc1cc(NC(=O)CSc2nc3ccccc3c(=O)n2C(C)c2ccccc2)no1 (stereo not drawn)	8.6	13.7	-4.4	-0.4	-17.5	0.1	-2.1	5.6	2.1
COc1ccc(-c2coc3cc(OC4OC(CO)C(O)C(O)C4O)cc(O)c3c2=O)cc1 (stereo not drawn)	x	1.5	1.9	6.4	0.9	-2.3	0.7	x	0.6
Cc1nn(-c2ccccc2)c2nc(C(F)(F)F)[nH]c(=O)c12	0.0	4.6	1.3	4.1	0.5	-0.6	4.0	-4.0	3.9
CCOC(=O)c1ccc(Nc2ncccc2[N+](=O)[O-])cc1	15.8	7.3	2.1	1.4	11.7	-0.4	10.3	-4.1	1.9
CCN1CCC(N2CCN(c3ccc(Cl)cc3)CC2)CC1	-0.6	-1.9	-1.4	x	10.3	2.0	12.7	8.9	x
NNc1ccc(Cl)nn1	2.2	-11.4	-1.0	3.7	19.1	-4.4	-3.2	12.0	4.2
Cc1nc(CNC(=O)CC2C(=O)NCCN2Cc2ccoc2)nc2c1CCCC2 (stereo not drawn)	-8.7	3.4	-2.0	-1.5	-12.8	1.2	7.5	10.4	4.6
O=C(NNC1CC(=O)N(c2ccc(Cl)cc2)C1=O)c1ccccn1 (stereo not drawn)	7.6	0.3	-3.7	11.8	-7.8	0.1	1.2	6.6	0.1
COc1cc2c3c(c1)/C(=C1/SC(NC(C)=O)=NC1=O)C(=O)N3C(C)(C)C=C2C	1.1	15.9	4.9	3.7	-10.6	-1.1	1.5	0.6	4.4
CCOc1ccccc1/C=N/NC(=O)c1ccc(Cn2cc([N+](=O)[O-])cn2)o1	10.8	-2.2	1.4	-10.9	8.4	-1.8	-1.5	2.5	-15.2
Cc1cc(NS(=O)(=O)c2ccc(NC(=O)C(CC(C)C)N3C(=O)c4ccccc4C3=O)cc2)nc(C)n1 (stereo not drawn)	-1.0	-4.9	0.5	-7.0	-4.0	-3.1	-0.3	-18.5	1.1
O=C(COc1ccccc1)Nc1ccc(Cl)c(-c2nc3ncccc3o2)c1	0.9	-6.0	-0.9	-4.6	-15.9	-0.3	6.2	1.0	13.3
O=[N+]([O-])c1ccc(-c2nn(-c3ccccc3)cc2/C=N/n2c(-c3cccs3)n[nH]c2=S)cc1	3.1	1.7	0.8	6.2	3.7	-3.4	-0.1	-2.9	5.0
Oc1ccc(C23CCCC2C2(CCCC2)c2ccc(O)cc2O3)c(O)c1 (stereo not drawn)	x	7.2	-4.6	7.9	-2.5	-5.3	-8.2	x	1.1
Cn1c(=O)c2ncn(CC(=O)NC3CCCCCC3)c2n(C)c1=O	-1.4	-3.1	-5.4	0.8	-3.9	4.7	9.7	-3.3	3.8
COc1ccc(CC(=S)N2CCOCC2)cc1F	3.8	-0.7	1.3	-5.1	-0.3	5.0	8.2	0.6	4.0
O=C(Cc1ccccc1)Nc1ccccc1N1CCN(c2ccccc2)CC1	-10.7	-2.6	-7.6	0.8	-0.3	-8.0	-8.2	1.0	3.6
O=C(COC(=O)/C=C/c1ccco1)NCc1ccc(Cl)cc1Cl	x	2.3	3.0	77.1*	x	x	x	x	3.2
CCN(CC)CCCNc1nc(SC)nc2sc3c(c12)CCN(C)C3	-0.8	25.4	-4.8	x	-2.5	-2.3	-2.4	-4.4	x
O=C(CC(c1ccccc1)(c1ccccc1)c1ccccc1)N[C@@H](Cc1ccc(O)cc1)C(=O)O	7.3	6.1	-2.2	0.5	11.1	-1.1	-3.4	17.4	2.4
O=C(COC(=O)c1cc(Cl)ccc1[N+](=O)[O-])NC1CC1	x	-1.9	-2.1	14.6	x	x	x	x	4.3
COc1ccc2nc(NC(=O)C3CCN(C(=O)c4ccc(F)cc4)CC3)sc2c1	-1.0	5.0	-2.7	-2.6	2.7	-4.6	0.9	2.9	12.0
CC(C)Cc1nnc(NC(=O)CCC(=O)N2CCN(c3ccc([N+](=O)[O-])cc3)CC2)s1	2.0	39.6	0.2	1.2	-2.5	-0.2	4.2	-11.2	2.0
